# RORg inh = qHTS for inhibitors of ROR gamma transcriptional activity; Nuclear receptor ROR-gamma (Mus musculus), P51450; Drosophila S2 Gal4-RORgamma UAS-luciferase reporter, 20 h; actives 5.4% (n = 310,000); Potency, µM (doses to about 53.6 µM), for inactives: at the top dose activity change, negative = inhibition, actives largely listed as inhibitors; AID 2551, 2010; further: on the % scale 0 is the no-effect control and ±100 the full control effect; nearly all actives have a fitted effect of over 60% in size
#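 Luciferase reporter read in Schneider cells carrying Gal4-RORγ (mouse) and UAS-Photinus luciferase; cells given compound 1 h before 700 uM copper sulfate induction, then incubated 20 h at ambient temperature.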
# FLuc modulator = qHTS profiling assay for firefly luciferase inhibitor/activator using purifed enzyme and Km concentrations of substrates (counterscreen for miR-21 project) | Luciferin 4-monooxygenase (Photinus pyralis), P08659 | purified FLuc, Km substrates, luminescence inhibition | Potency, µM (titrated, usually from 57.5 µM), inactives show at the highest dose activity change, negative = inhibition, actives largely listed as inhibitors | actives 6.9% (n = 360,000) | AID 588342, 2011;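 further: plate controls were vehicle for no effect and reference inhibitor for full effect; nearly all actives have a fitted effect of over 55% in size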
# Target sequence (P08659 whole entry, looked up): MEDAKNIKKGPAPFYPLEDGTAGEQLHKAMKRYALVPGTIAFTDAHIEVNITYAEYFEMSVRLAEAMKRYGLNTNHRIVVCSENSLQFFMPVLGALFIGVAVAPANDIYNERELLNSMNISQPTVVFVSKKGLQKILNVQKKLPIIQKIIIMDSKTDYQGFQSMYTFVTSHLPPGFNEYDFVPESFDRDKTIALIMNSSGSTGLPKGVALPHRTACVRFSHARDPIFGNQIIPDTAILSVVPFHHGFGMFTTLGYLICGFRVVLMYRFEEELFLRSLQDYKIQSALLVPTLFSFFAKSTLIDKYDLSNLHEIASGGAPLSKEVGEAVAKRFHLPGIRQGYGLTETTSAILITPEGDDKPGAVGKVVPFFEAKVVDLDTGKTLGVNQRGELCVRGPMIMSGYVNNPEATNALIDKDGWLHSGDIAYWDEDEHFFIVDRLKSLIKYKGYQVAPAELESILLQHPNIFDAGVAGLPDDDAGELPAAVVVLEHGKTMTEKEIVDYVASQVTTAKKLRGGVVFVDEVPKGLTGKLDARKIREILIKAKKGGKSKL
#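 Biochemical qHTS of compounds, final roughly 60 µM downward over six points, against 10 nM purified firefly luciferase using Km concentrations of substrates (10 uM D-luciferin, 10 uM ATP) in Tris acetate pH 7.5 buffer; luminescence output.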
# Gal4-VP16 FLuc = VP16 counterscreen qHTS for inhibitors of ROR gamma transcriptional activity; Drosophila S2 Gal4-VP16 UAS-luciferase, luminescence, 20 h; Potency, µM (series often up to 53.6 µM), for the others: at the highest dose activity, negative = inhibition, hits mostly inhibitors; actives 3.5% (n = 310,000);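 further: Gal4-VP16 expression switched on by copper sulfate through the metallothionein promoter; on the % scale 0 is the no-effect control and ±100 the full control effect; nearly all actives have a fitted effect of over 50% in size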
# NPC1 promoter act = qHTS Assay for NPC1 Promoter Activators; Huh7 NPC1 promoter luciferase reporter, 24 h; Potency, µM (highest dose often 9.22 µM), for inactives: at the top dose activation, actives largely listed as activators; actives 2.4% (n = 320,000); AID 485313, 2010;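 further: % of control where 0% means no effect; nearly all actives have a fitted effect of over 60% in size; reporter is driven by a mutant NPC1 promoter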
#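 Quantitative HTS used a cell-based reporter: Huh7 cells stably bearing the NPC1 promoter upstream of luciferase were treated with compounds for 24 h, and promoter activation was read as luminescence.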
# MBNL1-CUG inh = qHTS Assay for Inhibitors of MBNL1-poly(CUG) RNA binding. Muscleblind-like protein 1 (Homo sapiens), Q9NR56. TR-FRET MBNL1-His/biotin-(CUG)12 binding, 665/545 ratio. Potency, µM (top dose mostly 57.5 µM), without a hit: top-dose activity change, negative = inhibition, actives largely listed as inhibitors. actives 0.036% (n = 280,000). AID 2675, 2010; active means well fitted inhibition curve with a large enough effect in the signal ratio, with a control signal flat, not every such curve was filed as active; inconclusive means small, poorly fitted or top-dose-only effect, or effect the other way, or a change in a side signal; inactive means no such curve, though single readings can be large or run the other way; the % refers to the signal ratio; further: on the % scale 0 is the no-effect control and ±100 the full control effect
# Target sequence (Q9NR56 whole entry, looked up): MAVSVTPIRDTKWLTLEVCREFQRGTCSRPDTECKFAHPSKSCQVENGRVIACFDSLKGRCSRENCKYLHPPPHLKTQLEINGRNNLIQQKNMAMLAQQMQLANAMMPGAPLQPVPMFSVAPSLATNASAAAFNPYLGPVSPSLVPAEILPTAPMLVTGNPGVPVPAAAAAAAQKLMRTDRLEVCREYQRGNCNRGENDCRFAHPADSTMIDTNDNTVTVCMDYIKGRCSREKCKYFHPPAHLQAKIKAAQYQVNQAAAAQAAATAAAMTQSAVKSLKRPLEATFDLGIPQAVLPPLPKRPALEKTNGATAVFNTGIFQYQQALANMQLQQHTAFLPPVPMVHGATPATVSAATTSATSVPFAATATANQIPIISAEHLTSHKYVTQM
#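 Compounds (final 92 nM to 58 uM) are added to His-tagged MBNL1 and biotin-(CUG)12, then terbium anti-His antibody and streptavidin-XL665 (5 nM final). After 60 min at room temperature, the 665/545 nm ratio is read.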
# Rab9 promoter act = qHTS Assay for Rab9 Promoter Activators | Potency, µM (titrated, usually from 9.22 µM), for inactives: top-dose activation, negative = inhibition, usual class: activators | actives 2.8% (n = 320,000) | Huh7 Rab9 promoter-luciferase reporter, luminescence, 24 h; further: % of control where 0% means no effect; nearly all actives have a fitted effect of over 60% in size
#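 Measured in stably transfected Huh7 cells bearing a Rab9 promoter–luciferase construct: 24 h compound treatment at 37 °C, followed by luminescence detection.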
# ELG1 genotoxic = qHTS screen for small molecules that induce genotoxicity in human embryonic kidney (HEK293T) cells expressing luciferase-tagged ELG1; HEK293T ELG1-luciferase reporter, luminescence, 16 h; Potency, µM (top dose mostly 46 µM), without a hit: at the top dose activity change, positive = activation, actives largely listed as activators; actives 1.3% (n = 330,000); further: % of control where 0% means no effect; nearly all actives have a fitted effect of over 60% in size
#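 16 hr compound incubation (37 °C, 5% CO2) of HEK293T cells carrying luciferase-tagged ELG1; luciferase then measured by ONE-Glo luminescence after 30 min at RT.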
# BRCA1 expr up = qHTS Assay to Identify Small Molecule Activators of BRCA1 Expression; MCF7-BRCA1-FFLuc reporter, luminescence, 48 h; response scale: scaled: vehicle 0%, 10 µM genistein 100%; Potency, µM (titrated, usually from 46.1 µM), for inactives: top-dose activation, hits mostly activators; actives 1.1% (n = 380,000); further: nearly all actives have a fitted effect of over 80% in size; some results filed as inactive show a strong effect at the top dose
#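 48 h compound treatment of MCF7-BRCA1-FFLuc cells (phenol-red free MEM, 37 °C), then 15 min with luciferase substrate and luminescence imaging.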
# p53 reactivator = qHTS assay for re-activators of p53 using a Luc reporter. H1299 p53-A138V BP100-luciferase reporter, luminescence, 24 h. actives 0.063% (n = 320,000). Potency, µM (titrated, usually from 92.2 µM), without a hit: top-dose activity change, positive = activation, most hits filed as activators; further: % of control where 0% means no effect; nearly all actives have a fitted effect of over 45% in size
#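 H1299 (p53-null), stable ts p53-A138V + BP100-Luc; 1000 cells/well, Opti-MEM/10% FBS; cpd 4 pt, 1:5; 24 h, 37 deg C, 5% CO2; detection reagent 10 min RT; luminescence.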
# uPA surface inh = qHTS for Inhibitors of Cell Surface uPA Generation | cell surface uPA generation assay, qHTS | Potency, µM (highest dose often 38.3 µM), inactives show at the top dose activity change, negative = inhibition, most hits filed as inhibitors | AID 540303, 2011 | actives 0.31% (n = 330,000); active means well fitted inhibition curve with a large enough effect; inconclusive means small, poorly fitted or top-dose-only effect; inactive means no such curve, though single readings can be large or run the other way; tested in mouse RAW 264.7 cells; further: on the % scale 0 is the no-effect control and ±100 the full control effect; nearly all actives have a fitted effect of over 55% in size
# The depositor's hits bear a star; ? = inconclusive; nt = no result given; & = joins results of further samples; [ ] = another dose, or the depositor's remark. Unless noted, the call rests on the fitted dose curve; in most records, active means well fitted curve in the direction sought with a large enough effect; inconclusive means small, poorly fitted or top-dose-only effect, or another doubt; inactive means no such curve, though single readings can be large; an effect the other way counts as inactive or inconclusive. Potency means the concentration at half of the fitted maximal effect. These rows are one share of the data, so the mix of outcomes need not match the whole.
compound	RORg inh	FLuc modulator	Gal4-VP16 FLuc	NPC1 promoter act	MBNL1-CUG inh	Rab9 promoter act	ELG1 genotoxic	BRCA1 expr up	p53 reactivator	uPA surface inh
CCCCC/C=C\C/C=C\C/C=C\C/C=C\CCCC(=O)NCC(=O)O	19%&16%	nt	-4%&-1%	0%[46.1 µM]	nt	-2%[46.1 µM]	nt	nt	nt	nt
COc1cccc(OC)c1CN1CCCC(C(=O)c2cccc(Cl)c2)C1 (centres undefined)	-11%	0%	11%	-5%	2%	-3%	-9%	0%	nt	9%
Cc1ccc(-c2nc3ccccc3c(=O)n2-c2ccccn2)cc1	12%	-14%	1%	-4%	-8%	-6%	1%	-44%	-3%	-3%
O=c1cc(-c2ccccc2Cl)oc2c(NS(=O)(=O)c3cc(Cl)cc(Cl)c3O)ccc(O)c12	?	1%	5µM*	-3%	?	-9%	-3%	-56%	12%	?
c1ccc(CCNCc2cccs2)cc1	?	0%	17%	-4%	1%	0%	2%	8%	nt	2%
Cn1c(O)c(/C=C/C=Nc2ccccc2)c(=O)n(C)c1=O	?	-8%	3%	-1%	23%	0%	-1%	-13%	10%	-1%
COCC(C)NC(=O)c1cc2cccc([N+](=O)[O-])c2[nH]1 (centres undefined)	18%	-19%	2%	15%	?	18%	-5%	-29%	-2%	-3%
CCS(=O)(=O)NCc1nnc2n1-c1ccc(Cl)cc1C(c1ccccc1)=NC2	-6%	0%	-3%	-3%	nt	-1%	5%	-17%	-13%	-3%
COC(=O)C1=C(c2ccc(F)cc2OCc2ccccc2)C[C@@H]2CC[C@H]1N2C(=O)NCc1ccc2c(c1)OCO2	nt	-2%	nt	0%	nt	-1%	-6%	-53%	-11%	?
[N-]=[N+]=NCCN1CCC(O)CCC1=O (centres undefined)	-1%	0%	-3%	-1%	1%	-1%	7%	-3%	nt	6%
CSc1ccc(CN2CCN(c3ccccc3C)CC2)cc1	26%[1.91 µM]	4%	-1%	-5%	-3%	14%	-5%	-31%	nt	2%
Cc1oc(-c2ccccc2Cl)nc1CN1C(=O)CN=C(c2ccccc2)c2ccccc21	37%	5%	8%	-2%	5%	-4%	-3%	0%	-12%	?
COc1cc2c(cc1OC)C(C(=O)N1CCC3(CC1)OCCO3)C(c1ccccc1F)N(C)C2=O (centres undefined)	?	2%	2%	-4%	-11%	12%	-8%	2%	-6%	4%
CCOc1cc2c(cc1OCC)-n1cccc1C(c1cc(OC)ccc1F)NC2 (centres undefined)	9%	-2%	-2%	-3%	-7%	0%	0%	-23%	-5%	-8%
CC(=O)NCC(=O)Nc1ccc(Br)cc1C(=O)c1ccccc1	14%	14%	-3%	2%	-7%	-4%	1%	-16%	-3%	5%
Cc1c2cnn(CC(=O)N3CCC4(CC3)OCCO4)c(=O)c2c(C)n1Cc1ccccc1	37%	2%	7%	5%	1%	-1%	1%	2%	17%	-5%
COC(=O)c1cccc(NC(=O)N2C[C@H]3C[C@@H](C2)c2cccc(=O)n2C3)c1	0%	2%	-4%	-1%	2%	3%	4%	1%	nt	5%
CN1CCN(C2=Nc3ccccc3Oc3ccc(Cl)cc32)CC1	20%	3%&-6%	-13%	-1%[46.1 µM]	0%&-4%	-18%[46.1 µM]	-5%	14%	-2%	36%[activator]
O=[N+]([O-])c1c2ccccc2cc2ccccc12	-27%	?	11%	19%	nt	6%	3%	-3%	?	?
CCC(C)N1C(=O)/C(=C/c2ccc3c(c2)CCN3CCCCl)C(=O)NC1=S (centres undefined)	7%	?	-3%	0%	?	-1%	1%	-17%	0%	4%
CC(Cc1ccccc1)NCc1ccccc1O (centres undefined)	-1%	0%	-4%	1%	-9%	0%	-3%	-2%	-5%	-3%
C[C@]12CCC3C(CC[C@H]4C[C@H](OC(=O)c5cccnc5)CC[C@]34C)C1CCC2=O (some centres undefined)	nt	nt	nt	nt	nt	nt	-2%	-61%	-12%	-4%
N=C1/C(=C\c2ccc(OC(=O)c3ccccc3Cl)cc2)C(=O)N=C2SC(N3CCOCC3)=NN12	-44%	24µM*	-26%	14%	10%	4%	9%	-15%	10%	3%
CSc1nnc(C2CCNCC2)n1C	-4%	4%	1%	3%	4%	-1%	0%	-1%	-1%	3%
CCOc1ccc(N2C(=O)/C(=C/c3ccc(C)o3)C(=O)NC2=S)cc1	1%[1.91 µM]	?	-5%	1%	6%	1%	1%	-3%	?	-8%
CCOC(=O)Cc1csc(NC(=O)c2c(O)c3ccccc3n(CCC(C)C)c2=O)n1	-8%	-1%	-2%	-8%	3%	-18%	-7%	-52%	-3%	5%
COC(=O)C1=C(c2cccc(OCc3ccccc3)c2)C[C@@H]2CC[C@H]1N2C(=O)NCc1cc(C)oc1C(F)(F)F	nt	-1%	nt	-9%	nt	-5%	-4%	-10%	-16%	-28%
CCN1CCN(c2cn[nH]c(=O)c2Cl)CC1	-5%	0%	4%	-8%	-11%	0%	-2%	0%	-4%	-3%
COc1ccc(/C=C2\SC(=O)N(CCn3cnnn3)C2=O)cc1	-38%	?	-15%	12%	?	18%	14%	75%	4%	4%
Cc1ccc(N=C(N(C)C)P(=O)(N(C)C)N(C)C)cc1	-3%	-1%	-7%	-4%	-2%	-2%	1%	2%	-2%	0%

# Part of the list above, with two lines to a compound:
# Every second line gives: RORg inh | FLuc modulator | Gal4-VP16 FLuc | NPC1 promoter act | MBNL1-CUG inh | Rab9 promoter act | ELG1 genotoxic | BRCA1 expr up | p53 reactivator | uPA surface inh
- COCC(C)NC(=O)c1cc2cccc([N+](=O)[O-])c2[nH]1 (centres undefined)
→ 18% | -19% | 2% | 15% | ? | 18% | -5% | -29% | -2% | -3%
- CCS(=O)(=O)NCc1nnc2n1-c1ccc(Cl)cc1C(c1ccccc1)=NC2
→ -6% | 0% | -3% | -3% | nt | -1% | 5% | -17% | -13% | -3%
- COC(=O)C1=C(c2ccc(F)cc2OCc2ccccc2)C[C@@H]2CC[C@H]1N2C(=O)NCc1ccc2c(c1)OCO2
→ nt | -2% | nt | 0% | nt | -1% | -6% | -53% | -11% | ?
- [N-]=[N+]=NCCN1CCC(O)CCC1=O (centres undefined)
→ -1% | 0% | -3% | -1% | 1% | -1% | 7% | -3% | nt | 6%
- CSc1ccc(CN2CCN(c3ccccc3C)CC2)cc1
→ 26%[1.91 µM] | 4% | -1% | -5% | -3% | 14% | -5% | -31% | nt | 2%
- Cc1oc(-c2ccccc2Cl)nc1CN1C(=O)CN=C(c2ccccc2)c2ccccc21
→ 37% | 5% | 8% | -2% | 5% | -4% | -3% | 0% | -12% | ?
- COc1cc2c(cc1OC)C(C(=O)N1CCC3(CC1)OCCO3)C(c1ccccc1F)N(C)C2=O (centres undefined)
→ ? | 2% | 2% | -4% | -11% | 12% | -8% | 2% | -6% | 4%

# Record cards, from the list above. Order of screens: RORg inh | FLuc modulator | Gal4-VP16 FLuc | NPC1 promoter act | MBNL1-CUG inh | Rab9 promoter act | ELG1 genotoxic | BRCA1 expr up | p53 reactivator | uPA surface inh
# Record of `C[C@]12CCC3C(CC[C@H]4C[C@H](OC(=O)c5cccnc5)CC[C@]34C)C1CCC2=O` (some centres undefined) : nt | nt | nt | nt | nt | nt | -2% | -61% | -12% | -4%
# Record of `Cc1ccc(N=C(N(C)C)P(=O)(N(C)C)N(C)C)cc1` : -3% | -1% | -7% | -4% | -2% | -2% | 1% | 2% | -2% | 0%

# Following part:
compound	RORg inh	FLuc modulator	Gal4-VP16 FLuc	NPC1 promoter act	MBNL1-CUG inh	Rab9 promoter act	ELG1 genotoxic	BRCA1 expr up	p53 reactivator	uPA surface inh
Cc1cc(C=O)c(C)n1C(C)C	-5%	-2%	-9%	2%	3%	-8%	2%	-29%	-3%	6%
Oc1ccccc1-[n+]1c(-c2ccccc2)cc(-c2ccccc2)cc1-c1ccccc1	nt	2%	nt	-3%	nt	-8%	-26%	-38%	-6%	?
COc1cc2c(cc1OC)[C@H]1C(=O)c3ccc4c(c3O[C@H]1CO2)C[C@@H](C(C)(C)O)O4	nt	nt	nt	nt	nt	nt	-6%	-25%	-6%	?
COc1cc2c(cc1OC)C(C)NCC2 (centres undefined)	1%&-20%	7%	5%&1%	0%	nt	-4%	-5%	2%	3%	-9%
Cc1nc2ccc(NC(=O)c3ccc(Cl)s3)cc2s1	4%	?	9%	3.2µM*	4%	1.6µM*	9.2µM*	3.5µM*	?	-8%
N#CCCn1cc(C(=O)NCc2ccccc2)c(-c2ccc3c(c2)OCCO3)n1	21%	-1%	-7%	-2%	-9%	1%	-2%	-5%	-3%	-3%
Nc1nc2ccc(Cl)cc2c2nc(-c3ccco3)nn12	-24%&-17%	1%	?	4%[46.1 µM]	4%	-20%[46.1 µM]	nt	-53%[92.2 µM]	nt	nt
C[C@H](NC(=O)N1C[C@H]2C[C@@H](C1)c1cccc(=O)n1C2)C(=O)Nc1cccc(F)c1	1%	-2%	-10%	6%	2%	0%	2%	-9%	7%	4%
O=P1(Oc2ccccc2)CC=C[C@H](COCc2ccccc2)O1 (some centres undefined)	27%	1%	-1%	-1%	-4%	-2%	1%	14%	4%	-16%

# Bioassay records from PubChem.
